GSTO1 inh: blocks human GSTO1 in RBBP9 counter-screen. recombinant GSTO1, activity-based probe fluorescence polarization. hit rate 1.1% among 300,000. AID 1974. P78417. inhibition, % at 5.96 µM;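 active = inhibition above the campaign mean inhibition plus 3 SD, cut at about 35% in these data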;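 also: 0% = GSTO1-1 with DMSO and 100% = wells lacking GSTO1-1 enzyme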
Target sequence (P78417 whole entry, looked up): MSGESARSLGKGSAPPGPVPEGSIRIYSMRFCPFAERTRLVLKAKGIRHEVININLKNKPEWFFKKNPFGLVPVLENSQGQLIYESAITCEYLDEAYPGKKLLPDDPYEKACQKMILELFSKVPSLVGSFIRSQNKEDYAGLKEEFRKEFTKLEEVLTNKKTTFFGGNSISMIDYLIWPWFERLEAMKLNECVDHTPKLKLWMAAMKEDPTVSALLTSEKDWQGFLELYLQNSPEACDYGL
PAFAH2 inh: inhibitors of human PAFAH2 | inhibition, % at 3.39 µM | recombinant PAFAH2, FP-rhodamine activity probe, fluorescence polarization | Q99487 | hit rate 0.99% among 340,000;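 active = inhibition above the mean over all tested compounds plus 3 SD, cut at about 30% in these data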;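 also: inhibitors block probe labeling of enzyme so polarization drops; 0% = enzyme with DMSO and 100% = wells lacking PAFAH2 protein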
PME-1 primary: blocks human protein phosphatase methylesterase 1. Q9Y570. recombinant PME-1, FP-Rh probe fluorescence polarization. inhibition, % at 5.9 µM. hit rate 0.53% among 320,000;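 active = inhibition above the campaign mean of all compounds plus 3 SD, cut at about 26% in these data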;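 also: competitive labeling of PME-1 active site by serine hydrolase directed probe; 0% = PME-1 with DMSO and 100% = wells lacking PME-1 enzyme; inhibitors block probe labeling so polarization falls and inhibition rises; many of its hits are not listed in these tables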
Target sequence (Q9Y570 whole entry, looked up): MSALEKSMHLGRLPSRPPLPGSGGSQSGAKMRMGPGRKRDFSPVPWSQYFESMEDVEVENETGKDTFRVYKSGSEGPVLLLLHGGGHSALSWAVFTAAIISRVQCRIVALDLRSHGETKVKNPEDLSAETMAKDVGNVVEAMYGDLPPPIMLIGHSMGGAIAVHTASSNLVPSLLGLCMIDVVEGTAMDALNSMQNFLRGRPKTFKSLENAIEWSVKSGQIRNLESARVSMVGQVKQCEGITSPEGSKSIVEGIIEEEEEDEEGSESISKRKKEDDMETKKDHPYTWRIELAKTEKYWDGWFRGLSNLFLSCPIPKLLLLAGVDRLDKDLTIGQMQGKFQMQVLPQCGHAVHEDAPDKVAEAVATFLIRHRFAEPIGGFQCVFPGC
Fam108B counter: blocks mouse Fam108B hydrolase in RBBP9 counter-screen | recombinant Fam108B, FP-Rh probe fluorescence polarization | inhibition, % at 9.51 µM | AID 1947 | hit rate 0.33% among 300,000;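 active = inhibition above the screen mean inhibition plus 3 SD, computed separately per campaign, cut at about 18% in these data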;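 also: inhibitors lower polarization as less probe binds the enzyme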
PAFAH1B2 inh: PAFAH1B2 (human) inhibition; recombinant PAFAH1B2, FP-rhodamine activity probe, fluorescence polarization; inhibition, % at 3.39 µM; hit rate 1.2% among 340,000;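 active = inhibition above the mean of all tested compounds plus 3 SD, cut at about 24% in these data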;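 also: 0% = enzyme with DMSO and 100% = wells lacking PAFAH1B2; many of its hits are not listed in these tables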
pPAFAH FP inh: pPAFAH (human) enzyme inhibition | Q13093 | recombinant pPAFAH, FP-rhodamine probe fluorescence polarization | inhibition, % at 3.39 µM | hit rate 1.5% among 330,000;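 active = inhibition above the mean inhibition across the screen plus 3 SD, cut at about 25% in these data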;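 also: inhibitors block binding of the rhodamine activity-based probe so polarization drops; 0% = enzyme with DMSO and 100% = wells lacking pPAFAH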
PAD4 inh: inhibitors of human PAD4 | AID 485272 | recombinant PAD4, RCA probe fluorescence polarization | inhibition, % at 6.36 µM | hit rate 0.41% among 330,000 | Q9UM07;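 active = percent inhibition above a cutoff equal to the mean of all tested compounds plus 3 SD, cut at about 15% in these data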;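 also: 0% = PAD4 with RCA probe and DMSO and 100% = probe without PAD4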
PAFAH1B3 inh: inhibitors of human PAFAH1B3; recombinant PAFAH1B3, FP-rhodamine probe, fluorescence polarization; inhibition, % at 3.39 µM; hit rate 0.28% among 340,000;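 active = inhibition above the screen-wide average of all tested compounds plus 3 SD, cut at about 25% in these data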;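 also: 0% = enzyme with DMSO only and 100% = wells lacking PAFAH1B3 protein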
LYPLA1 counter: counter-screen for PME1 inhibitors: inhibitors of human LYPLA1. hit rate 0.16% among 320,000. AID 2174. inhibition, % at 5.9 µM. recombinant LYPLA1, FP-Rh probe fluorescence polarization. O75608;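 active = inhibition above the mean of all tested compounds plus 3 SD, set per campaign, cut at about 14% in these data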;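 also: inhibitors block serine hydrolase probe labeling of LYPLA1 so polarization falls; 0% = enzyme with DMSO and 100% = wells lacking LYPLA1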
Target sequence (O75608 whole entry, looked up): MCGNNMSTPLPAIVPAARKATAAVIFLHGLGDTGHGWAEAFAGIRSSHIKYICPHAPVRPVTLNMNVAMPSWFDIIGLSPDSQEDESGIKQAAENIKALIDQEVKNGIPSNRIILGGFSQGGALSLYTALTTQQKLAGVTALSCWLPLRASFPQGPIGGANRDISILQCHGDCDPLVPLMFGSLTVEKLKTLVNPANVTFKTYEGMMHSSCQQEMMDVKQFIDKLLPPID
* = called active by the depositor; nt = no result given. An excerpt; the hit share may differ from the screen's.

Molecule	GSTO1 inh	PAFAH2 inh	PME-1 primary	Fam108B counter	PAFAH1B2 inh	pPAFAH FP inh	PAD4 inh	PAFAH1B3 inh	LYPLA1 counter
CC(=O)Nc1cccc(NC(=O)COc2ccc3c(c2)CCC3)c1	nt	-7	-112	nt	0	2	-5	-2	-1
C=CCn1c(SCC(=O)c2ccccc2)nnc1-c1cc2ccccc2o1	9	8	-11	-4	0	4	3	8	-3
O=C(Nc1ccccc1)/C(=C/c1ccc([N+](=O)[O-])cc1)NC(=O)c1ccccc1	1	-5	-2	-5	-3	1	-4	-11	-2
CCn1cc(C2=NC(CC(C)C)CO2)c2ccccc21 (centres undefined)	-6	-1	4	2	5	6	0	14	3
Cc1ccc(OCCOCCn2cnc3ccccc3c2=O)cc1C	1	nt	4	3	nt	4	1	nt	0
Cc1cccc(NS(=O)(=O)c2ccc3[nH]c(=O)cc(C(=O)O)c3c2)c1	17	0	-1	0	5	5	-1	0	1
O=S(=O)(c1ccc(F)cc1)c1snnc1-c1ccccc1	-23	6	-5	-2	-1	5	-2	3	1
Cc1ccc(NC(=O)Cn2nnc(C(=O)NCCc3ccccc3)c2N)c(C)c1	-8	-4	0	-3	-1	1	-1	-5	3
O=C(O)C1CC(=O)N(c2ccc(OCc3ccc(Cl)cc3Cl)cc2)C1 (centres undefined)	3	-4	4	-5	12	9	-5	2	0
CC[C@]12c3[nH]c4ccc(OC)cc4c3CCN1C(=O)C(CC(=O)NCc1cccc(C(F)(F)F)c1)C[C@@H]2C(=O)N1CCN(C(=O)c2ccco2)CC1 (some centres undefined)	nt	-3	nt	nt	4	5	5	5	nt
COCCCNCCCCOc1ccccc1-c1ccccc1	8	1	-1	-1	-2	2	4	9	-1
CC1(C)Cc2c(C#N)c(OCC(=O)c3ccc(Cl)cc3)nc(-c3ccoc3)c2CO1	3	-1	3	-2	-2	1	-5	3	3
Cc1ccn2c(C(=O)CSc3ccccc3)c(C)nc2c1	0	8	-7	1	4	4	1	12	3
Cc1onc(-c2ccccc2Cl)c1C(=O)N[C@@H](C)c1ccccc1	3	nt	7	5	nt	2	5	nt	2
CCOC(=O)c1c(NC(=O)CS(=O)(=O)c2cn(CC)c3ccccc23)sc2c1CCCCC2	-5	-1	-7	-8	-2	-1	0	-2	-3
Fc1ccc(C(c2nnnn2C2CCCC2)N(Cc2ccco2)CC2CCCO2)cc1 (centres undefined)	2	1	3	-3	0	3	0	0	-1
Cc1ccc(CNC(=O)C(=O)NCC2OCCN2C(=O)c2ccc3c(c2)OCO3)cc1 (centres undefined)	7	-5	-4	-2	3	10	-2	2	-4
CC(C)CC(=O)NC(=S)Nc1ccc(F)cc1F	6	3	-1	1	-1	4	0	1	1
CC(C)C[C@H](NC(=O)N1CC(=O)Nc2ccccc21)C(=O)N1CCC(C(=O)O)CC1	-1	0	-8	-2	-2	4	-8	2	-1
CCOC(=O)N1CCN(C(=O)C2CCN(S(=O)(=O)c3cc(OC)ccc3OC)CC2)CC1	-6	-1	-1	6	3	6	-2	0	1

Whole records from above.
Listed for `CC1(C)Cc2c(C#N)c(OCC(=O)c3ccc(Cl)cc3)nc(-c3ccoc3)c2CO1` : GSTO1 inh: 3; PAFAH2 inh: -1; PME-1 primary: 3; Fam108B counter: -2; PAFAH1B2 inh: -2; pPAFAH FP inh: 1; PAD4 inh: -5; PAFAH1B3 inh: 3; LYPLA1 counter: 3
Listed for `Fc1ccc(C(c2nnnn2C2CCCC2)N(Cc2ccco2)CC2CCCO2)cc1` (centres undefined) : GSTO1 inh: 2; PAFAH2 inh: 1; PME-1 primary: 3; Fam108B counter: -3; PAFAH1B2 inh: 0; pPAFAH FP inh: 3; PAD4 inh: 0; PAFAH1B3 inh: 0; LYPLA1 counter: -1

Further structures:
Molecule	GSTO1 inh	PAFAH2 inh	PME-1 primary	Fam108B counter	PAFAH1B2 inh	pPAFAH FP inh	PAD4 inh	PAFAH1B3 inh	LYPLA1 counter
Cc1ccc(N(C(=O)c2ccn[nH]2)C(C(=O)NC2CCCC2)c2cccs2)cc1 (centres undefined)	-7	nt	-1	-1	nt	-2	0	nt	-2
COc1ccccc1S(=O)(=O)N1CCNC(=O)C1	nt	-8	nt	nt	4	5	4	5	nt
CC1=NN(C(C#N)c2c(C)nn(Cc3ccccc3)c2C)C(C)(C)C1 (centres undefined)	9	6	-11	3	-3	0	-1	-3	5
COc1cc(/C=C/C2=NC(=O)C(C)(C)O2)ccc1O	0	nt	0	-1	nt	0	1	nt	-1
CCOc1ccc(C(=O)COc2ccc(NC(C)=O)cc2)cc1	-11	2	0	-2	7	-4	-4	8	3
Cc1cc(C)c(S(=O)(=O)N(CC(=O)N2CCCC2)C2CCCCC2)c(C)c1	1	2	1	2	1	4	-3	11	1
COc1cc2c(C(=O)N3CCN(C)CC3)c(C)oc2cc1Br	-5	-5	-6	0	2	-5	-6	3	-4
O=C(NC1CC1)C1=C[C@H](C2CCCCC2)C[C@H](OCc2ccc(CO)cc2)O1	-5	4	-2	4	2	7	-3	-3	1
Cc1ccccc1OCCC(=O)NCCc1ccc(S(N)(=O)=O)cc1	5	-4	-4	-2	1	3	-2	12	-4
CN(C)c1nc(N)c([N+](=O)[O-])c(N2CCCCCC2)n1	-4	-11	4	-2	7	3	1	6	4
Cc1ccc(NCC(=O)Nc2ccc(Br)cc2)cc1C	-1	-7	-4	0	-3	1	0	4	-5
O=C1OCCC1Sc1nnc(-c2cccc(Br)c2)o1 (centres undefined)	7	-2	3	1	1	4	-1	-6	2
COc1ccc(N2CCN(C(=O)c3ccc(CS(=O)(=O)c4ccc(OC)cc4)o3)CC2)cc1	6	4	1	0	1	5	3	5	-1
CC(C(=O)Nc1cccc(S(=O)(=O)N2CCOCC2)c1)N1CCN(C)CC1 (centres undefined)	0	3	4	-7	3	5	3	5	2
C[C@@H](C(=O)Nc1cccnc1)n1c(=O)[nH]c2ccccc2c1=O	0	5	1	-2	7	0	-2	3	6
CC(C)(C)c1nc2scc(-c3cccs3)c2c(=O)o1	-2	1	-4	55*	4	0	0	1	-1
O=C(NC1CC(=O)N(c2ccccc2)C1)C1CC1 (centres undefined)	5	1	2	-3	-1	4	3	3	2
Cc1onc(-c2ccccc2)c1-c1n[nH]c(=S)n1-c1ccc(C(=O)O)cc1	9	4	-4	0	2	-3	2	7	-3
COc1ccc(C(=O)NCCSc2ccc(C)cc2)cc1	3	0	4	-3	15	-4	1	5	1
CCCCOc1ccc(S(N)(=O)=O)cc1	1	-5	-3	-4	0	6	-4	-2	-1

Next section
Sequence of screens – GSTO1 inh, PAFAH2 inh, PME-1 primary, Fam108B counter, PAFAH1B2 inh, pPAFAH FP inh, PAD4 inh, PAFAH1B3 inh, LYPLA1 counter
COc1ccc(CNC(=O)C(c2cccs2)N(Cc2ccco2)C(=O)Cc2cccs2)cc1 (centres undefined)
    5, -1, 3, 1, 4, 3, 1, 6, 0
COc1ccc(C(=O)OCC(=O)Nc2sccc2C(N)=O)cc1[N+](=O)[O-]
    nt, 4, 3, nt, 6, 4, -3, 3, -2
CCCCN(C(=O)CCCc1nc2ccccc2s1)c1c(N)n(CCCC)c(=O)[nH]c1=O
    3, -9, 6, -2, 0, 1, 0, -2, -1
Cc1ccc(C(C)NC(=O)c2cccs2)cc1C (centres undefined)
    -2, 0, 5, 1, 4, 2, 3, -1, 5
CC(C)(C)c1ccc(C(=S)N2CCN(c3ccccc3)CC2)cc1
    21, 4, -9, 4, 1, 1, 0, -6, 1
Cc1ccc(OCCNS(=O)(=O)c2ccc(Cl)cc2)cc1
    nt, 9, 9, nt, 24*, 3, 1, 5, -1
O=C(CN(c1cccc(C(F)(F)F)c1)S(=O)(=O)c1ccc(Cl)c([N+](=O)[O-])c1)NCc1ccccc1Cl
    -1, -2, 3, -14, 4, -13, -1, -4, -18
CCOc1ccc(NC(=O)N(C2CCCCC2)C(C)c2ccncc2)cc1 (centres undefined)
    1, 2, 1, 1, 3, 4, 1, 11, -3
NC(=O)[C@@H]1CCCCNc2c(F)cc([N+](=O)[O-])cc2C(=O)N[C@@H](CCCN=C(N)N)C(=O)NCC(=O)N1
    1, 6, -1, 1, 0, -2, -1, -6, 1
CCn1c(CN2c3ccccc3Sc3ccccc32)n[nH]c1=S
    -4, 2, 4, 3, -1, 1, -7, 14, 2
O=C(CSc1nnc(Cc2ccccc2)n1Cc1ccco1)NC12CC3CC(CC(C3)C1)C2
    1, 12, -1, 1, 7, 6, 1, 6, -2
CCOC(=O)C1CCN(CC(=O)c2c(C)n(C)c3ccc(OC)cc23)CC1
    2, 6, -5, -1, 0, 4, 2, 4, 1
Cc1ccc(CCNC(=O)CS(=O)Cc2nc(-c3ccccc3F)oc2C)cc1 (centres undefined)
    7, -1, 0, -1, -1, 5, -5, 5, -3
Cc1cccn2cc(CCNC(=O)c3cccs3)nc12
    1, -3, 3, 6, -1, 0, 7, 4, 2
CNC(=O)c1c(NC(=O)CCS(=O)(=O)c2ccc(Cl)cc2)sc2c1CCN(C(=O)OC)C2
    7, 0, -2, -1, 10, 6, -2, 1, 5

A portion taken from the entries so far, as a working copy:
Sequence of screens – GSTO1 inh, PAFAH2 inh, PME-1 primary, Fam108B counter, PAFAH1B2 inh, pPAFAH FP inh, PAD4 inh, PAFAH1B3 inh, LYPLA1 counter
COc1ccc(CNC(=O)C(c2cccs2)N(Cc2ccco2)C(=O)Cc2cccs2)cc1 (centres undefined)
    5, -1, 3, 1, 4, 3, 1, 6, 0
COc1ccc(C(=O)OCC(=O)Nc2sccc2C(N)=O)cc1[N+](=O)[O-]
    nt, 4, 3, nt, 6, 4, -3, 3, -2

Next section.
Sequence of screens – GSTO1 inh, PAFAH2 inh, PME-1 primary, Fam108B counter, PAFAH1B2 inh, pPAFAH FP inh, PAD4 inh, PAFAH1B3 inh, LYPLA1 counter
Cc1ccc(S(=O)(=O)N2C[C@@H]3[C@H]4CC[C@H](C4)[C@@H]3[C@@H](C)[C@@H]2c2ccn(Cc3ccccc3)c2)cc1
    nt, -2, nt, nt, 0, -4, 0, 7, nt
CN(C)c1nc(SCC#N)nc(N2CCOCC2)n1
    8, 3, 4, 0, 0, 7, -2, 8, 3
CNC(=O)c1cc(C(=O)c2ccc(C(F)(F)F)cc2F)c[nH]1
    1, 2, 0, 0, 2, 2, 0, 0, -1
CCCNC(=O)NC(=O)CSc1nncs1
    -4, nt, 0, 0, nt, 2, -1, nt, 2
CCn1c(SCC(=O)Nc2sc3c(c2C#N)CCC(C(C)(C)C)C3)nnc1-c1ccco1 (centres undefined)
    -7, -2, 0, 2, 2, 8, 3, -1, -2
CCCCOc1ccc(C(=O)N/C(=C/C=C/c2ccccc2)C(=O)NC)cc1
    7, -3, 2, 1, -2, -1, -2, 4, -4
CCC(=O)N1CCc2cc(S(=O)(=O)CCC(=O)NC3CCCCC3)ccc21
    -5, -2, 5, 1, 2, 1, -4, 2, 1

Compound activity as filed in PubChem BioAssay.
